Screening data (PubChem BioAssay)
TRHR PAM – TRH receptor (human) allosteric enhancement. TRHR cells, fluo-8 calcium fluorescence, EC20 TRH enhancement. AID 493056. enhancement, % at 2 µM. P34981. 360,000 tested, 0.66% active; in the data active = enhancement above about 30%; note: 0% is about no effect
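TRHR-expressing cells loaded with fluo-8 calcium dye were read kinetically (ex 480/em 530) during compound addition, then stimulated with an EC20 of TRH (10 nM final). Enhancement of the Gq-mediated intracellular calcium response was scored.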
TRHR agonist – TRH receptor (human) agonism. TRHR cells, calcium flux fluo-8, FDSS agonist mode. activation, % at 2 µM. AID 493084. 360,000 tested, 0.18% active; in the data active = activation above about 30%; note: 0% is about no effect
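TRHR-expressing cells, plated overnight in medium with 10% serum, were loaded with fluo-8 calcium dye at room temperature. After a 10 s baseline, library compound was pin-added and calcium release was recorded kinetically (ex 480/em 530) as agonist response.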
USP1-UAF1 inh – USP1/UAF1 (human) deubiquitinase inhibition | O94782 | Potency, µM (series often up to 57.1 µM), inactives show at the top dose activity change, negative = inhibition, usual class: inhibitors | recombinant USP1/UAF1, Ub-Rhodamine cleavage fluorescence | 390,000 tested, 0.23% active; note: potency is the fitted concentration of half-maximal effect; % is set by controls: 0 for no effect and ±100 for the full control effect; nearly all actives have a fitted effect of over 60% in size; inactives centre near -12
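Step one: compound is pinned into 1nM USP1/UAF1 in HEPES pH 7.8 buffer with TCEP. Step two: 15 min room-temperature incubation. Step three: Ub-Rho (150nM final) starts cleavage, tracked by fluorescence over six one-minute reads.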
D2 antagonist – antagonizes the human D2 dopamine receptor; inhibition, % at 10 µM; P14416; AID 485344; HEK293 TREx D2 cells, calcium flux, dopamine EC80; 340,000 tested, 2% active; in the data active = inhibition above about 30%; note: 0% is about no effect
Target sequence (P14416 whole entry, looked up): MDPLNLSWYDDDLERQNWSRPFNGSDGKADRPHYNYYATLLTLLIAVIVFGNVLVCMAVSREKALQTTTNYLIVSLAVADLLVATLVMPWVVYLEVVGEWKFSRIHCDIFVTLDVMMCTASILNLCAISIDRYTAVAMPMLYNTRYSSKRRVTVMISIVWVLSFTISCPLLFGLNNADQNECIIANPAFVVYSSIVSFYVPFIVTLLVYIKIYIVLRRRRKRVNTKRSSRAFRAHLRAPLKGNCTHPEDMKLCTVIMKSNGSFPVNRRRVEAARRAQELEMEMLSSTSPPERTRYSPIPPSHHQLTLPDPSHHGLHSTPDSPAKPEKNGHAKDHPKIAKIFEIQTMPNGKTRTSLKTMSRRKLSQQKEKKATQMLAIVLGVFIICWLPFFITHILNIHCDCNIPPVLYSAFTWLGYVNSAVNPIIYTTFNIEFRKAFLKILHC
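Tetracycline-induced HEK293 TREx cells expressing D2 receptor forced-coupled to calcium signalling, loaded with no-wash calcium dye. Compounds added and calcium flux read 180 s, then dopamine added at EC80 and read a further 180 s.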
TrxR1 substrate – is turned over as a substrate by rat TrxR1 | O89049 | purified TrxR1 substrate turnover, NADPH consumption readout | Potency, µM (top dose mostly 114 µM), without a hit: top-dose activity change, negative = substrate turnover | 390,000 tested, 0.01% active | AID 588456; note: potency is the fitted concentration of half-maximal effect; % is set by controls: 0 for no effect and ±100 for the full control effect; nearly all actives have a fitted effect of over 50% in size
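Rat TrxR1, dispensed at 90 nM, was prereduced with 400 uM NADPH (final) for 5 min at ~22 deg C, then incubated with compound 15 min before 400 uM selenite. A first-read NADPH fluorescence drop versus no-compound background flagged substrates.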
IDH1 R132H inh – inhibitors of human mutant IDH1 R132H | O75874 | IDH1-R132H enzyme, NADPH consumption, diaphorase/resazurin fluorescence | Potency, µM (doses to about 76.6 µM), inactives show top-dose activity change, negative = inhibition, actives largely listed as inhibitors | 390,000 tested, 0.093% active | AID 602179; note: potency is the fitted concentration of half-maximal effect; % is set by controls: 0 for no effect and ±100 for the full control effect; nearly all actives have a fitted effect of over 65% in size
Target sequence (O75874 whole entry R132H, stated change not applied): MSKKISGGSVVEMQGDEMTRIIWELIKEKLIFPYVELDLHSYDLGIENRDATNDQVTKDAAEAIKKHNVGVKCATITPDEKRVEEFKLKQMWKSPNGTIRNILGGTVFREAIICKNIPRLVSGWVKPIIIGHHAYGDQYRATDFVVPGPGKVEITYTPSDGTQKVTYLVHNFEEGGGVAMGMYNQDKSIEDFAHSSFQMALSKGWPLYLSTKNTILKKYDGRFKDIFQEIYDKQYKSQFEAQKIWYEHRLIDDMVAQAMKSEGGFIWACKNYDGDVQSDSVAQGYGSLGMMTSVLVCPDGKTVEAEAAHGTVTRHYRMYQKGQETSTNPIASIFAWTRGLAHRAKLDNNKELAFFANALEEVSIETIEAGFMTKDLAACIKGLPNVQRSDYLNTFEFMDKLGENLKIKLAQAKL
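IDH1-R132H (0.5 ug/mL dispensed) in pH 7.5 Tris buffer was preincubated 30 min with compound, then given a substrate mix of 0.016 mM NADPH and 2 mM alpha-KG for 80 min at room temperature; remaining NADPH was read by diaphorase/resazurin fluorescence.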
D2 agonist – D2 dopamine receptor (human) agonism; P14416; HEK293 T-REx D2 cells, calcium flux agonist mode; activation, % at 2 µM; 340,000 tested, 0.53% active; AID 485358;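 active = activation over 3 SD above normal in the single-dose calcium agonist read, cut at about 30% in these data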; note: 0% is about no effect
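HEK293 Trex D2 cells, tetracycline-induced, o/n 30 C 5% CO2; no-wash Ca dye, RT 30–90 min; 10-cycle baseline, 23 nl cpd added, kinetic Ca read 180 s; agonist hits = positive Ca response.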
PI4K2A inh – inhibitors of human PI4K2A | Q9BTU6 | purified PI4K2A, ADP-Glo luminescence, 1 h; active compounds read low | activity change, negative = inhibition, % at 76.9 µM | 420,000 tested, 0.13% active | AID 1346378; in the data active = activity change below about -50%; inconclusive = mostly about -30% to -49%;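 note: -100% = wells without enzyme as full effect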
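In this quantitative HTS, ADP production by PI4K2A was quantified luminescently after 1 h at ambient temperature; 100 microM adenosine served as plate-quality control.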
rTrxR1 inhibitor – blocks rat thioredoxin reductase 1; O89049; recombinant rTrxR1, NADPH fluorescence consumption, selenite substrate; Potency, µM (highest dose often 114 µM), for the others: at the top dose activity change, negative = inhibition, hits mostly inhibitors; 390,000 tested, 1% active; AID 588453; note: potency is the fitted concentration of half-maximal effect; % is set by controls: 0 for no effect and ±100 for the full control effect; nearly all actives have a fitted effect of over 65% in size
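Rat TrxR1 (90 nM in the dispensed reagent) was pre-reduced with 400 uM NADPH for 5 min at room temperature, then incubated with compound for 15 min. After 400 uM selenite was added, NADPH fluorescence (Ex 340/Em 450 nm) was followed for 8 min.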
Starred values were filed as active, the others as inactive; ? = inconclusive; · = no result given; [ ] = dose if it differs, or a comment. Unless noted, calls come from the whole dose curve; as a rule, active = well fitted inhibition curve with a large enough effect; inconclusive = small, poorly fitted or top-dose-only effect; inactive = no such curve, though single readings can be large or run the other way.

SMILES	TRHR PAM	TRHR agonist	USP1-UAF1 inh	D2 antagonist	TrxR1 substrate	IDH1 R132H inh	D2 agonist	PI4K2A inh	rTrxR1 inhibitor
O=C(NCC(=O)N(c1cccc(F)c1)C(C(=O)NC1CCCC1)c1ccco1)c1ccco1 (configuration not stated)	-2	-0.3	-6%	·	-13%[57.1 µM]	-17%	·	-7	26%[57.1 µM]
COc1cc(Cl)c(C)cc1NC(=O)c1cnc2c(-c3cccc(C)c3)c(C)nn2c1C	1	0.2	-3%	·	1%[57.1 µM]	-7%	0.6	1	18%[57.1 µM]
NC1=NC(=O)C(CC(=O)NCc2ccccc2)S1 (configuration not stated)	5	-0.2	2%	2	-2%	0%	2.4	-6	5%
COc1ccc(CN2C(=O)C(CC(C)C)Nc3ncnc(N4CCCCC4)c32)cc1 (configuration not stated)	3	-0.4	7%	-4	-9%	3%	-2.4	-3	9%[57.1 µM]
O=C(OC1CCS(=O)(=O)c2sccc21)c1ccccc1 (configuration not stated)	2	0.4	4%	6	-6%	2%	-0.1	-7	-10%[57.1 µM]
O=c1c2nncn2ccn1-c1ccc(F)c(F)c1	3	1.8	-21%	·	5%	-7%	0.0	-2	18%
CN1CCN(C(c2ccccn2)c2cc(Cl)c3cccnc3c2O)CC1 (configuration not stated)	-2	0.7	-13%	-4	-7%	-16%	1.0	-4	?
CCN(c1ccc(C(=O)CSc2nnc(C3CC3)n2C2CC2)cc1)S(C)(=O)=O	4	-0.1	-22%	-18	5%	0%	-0.2	0	-9%
COc1cc2cc(-c3ccc(OC)c(OC)c3C)nc(N)c2cc1OC	·	·	-12%	·	6%	9%	·	16	-7%
O=C(CS(=O)(=O)Cc1ccccc1)Nc1nc2ccccc2s1	3	-0.6	-14%	-14	-7%	14%	0.2	-3	-11%
CCOC(=O)c1cc(C)sc1NC(=O)c1ccc(Cl)s1	1	-0.1	-2%	-6	12%	-1%	0.3	1	0%
CC(SC(C)C(=O)NN=Cc1cccc(Cl)c1)C(=O)NN=Cc1cccc(Cl)c1 (configuration not stated)	·	·	-3%	·	0%	0%	·	0	-3%
CCOc1ccccc1CNC(c1ccccc1)c1ccccc1	-5	0.0	-9%	0	-2%	-3%	-0.8	-8	27%
Cc1ccc([C@@H]2[C@@H]3C(=O)N(c4ccccc4)C(=O)[C@@H]3[C@]3(C)C(=O)N(Cc4ccc(-c5ccccc5)cc4)CC(=O)N23)o1	0	1.3	-28%	19	-7%	12%	0.2	3	-46%
Cc1oc(/C=N/NC(=O)CC2(C)OCCO2)cc1Br	12	0.4	-3%	14	3%[57.1 µM]	-3%	-2.1	-1	-17%[57.1 µM]
Cc1cc(SC#N)cc(C)c1NC(=O)CCl	-7	0.2	-23%	1	-7%	0%	0.3	-24	50µM*
COC(=O)NNC(=O)c1ccc(C(C)(C)C)cc1	-5	0.6	-10%	-5	1%	4%	-0.3	-5	4%
O=C(c1ccc(Cl)c([N+](=O)[O-])c1)N(Cc1cccc(Cl)c1)C1CCS(=O)(=O)C1 (configuration not stated)	-8	-0.3	-10%	13	-10%	1%	3.4	0	-4%
CCCN(C(=O)c1c(C)oc2ncn(CC(C)C)c(=O)c12)c1ccccc1C	-4	0.0	-29%	·	11%	0%	0.0	1	28%
Cc1ccc(C2(c3ccccc3)NC(=O)N(CC(=O)N(C)C3CCS(=O)(=O)C3)C2=O)cc1C (configuration not stated)	10	-0.1	-13%	20	-2%	-3%	0.3	5	23%
O=C1c2cnc3nc(SCc4cccc(Cl)c4)nn3c2CC2c3ccccc3CCN12 (configuration not stated)	9	0.8	-11%	-3	13%	-1%	-0.8	-3	11%
O=[N+]([O-])c1cccc(S(=O)(=O)NCc2ccncc2)c1	-6	0.8	0%	-12	-2%	-5%	2.5	0	3%
Cc1cc(NC(=O)CCCN2C(=O)c3cccnc3C2=O)no1	-1	-1.2	-1%	-12	-6%	-1%	-1.8	-21	1%
COc1ccc(-c2cc(=O)[nH][nH]2)cc1OC	9	0.3	-16%	3	15%	0%	0.2	?	44%[activator]
Cc1cccc(Cn2nc(C(C)(C)C)cc2C(=O)Nc2ccc(F)cc2)c1	-2	0.9	?	10	-2%[57.1 µM]	-7%	-0.4	2	19%
N#CCCn1cc(/C=N/O)c(-c2cccc([N+](=O)[O-])c2)n1	11	0.2	?	-3	11%	1%	0.8	6	19%[57.1 µM]
CC1CC(C)CN(C(=O)C2CCN(C(=O)Nc3ccccc3)CC2)C1 (configuration not stated)	8	-0.5	7%	-11	1%	3%	0.3	-2	15%
COc1ccccc1C(=O)Nc1ccnn1C1CCN(CCC(C)c2ccc(C)o2)CC1 (configuration not stated)	0	0.5	-11%	-7	-4%	-9%	1.0	0	?
O=C(N/N=C/c1ccc(Br)s1)c1ccc([N+](=O)[O-])cc1	0	0.4	-6%	-5	7%[57.1 µM]	-3%	1.6	-1	12%
COC(=O)c1ccc(Cl)cc1NC(=O)N1CCCn2nc(C)cc21	-4	-1.5	1%	·	5%	16%	·	-2	19%
Cn1ncc2c(Sc3ccc(Cl)cc3)ncnc21	1	-0.6	-13%	-17	-4%	-5%	-0.6	5	-5%
S=C(Nc1nc2c(s1)CCCC2)NC1CC1	-6	0.1	-11%	6	-4%	-1%	-1.0	0	?
CCc1ccc2[nH]c(=O)c(C(c3nnnn3CCOC)N3CCN(c4ccccc4)CC3)cc2c1 (configuration not stated)	5	-0.6	-11%	-12	6%[57.1 µM]	3%	0.5	0	-20%[57.1 µM]
Cc1cccc(OCCNC(=O)c2cc(-n3cnnc3)ccc2Cl)c1	6	-1.1	-5%	-5	-5%	6%	-0.2	7	15%
CN(C)C(=O)CCc1ccc2c3c([nH]c2c1)[C@]1(C)[C@@H](C(=O)N2CCOCC2)C[C@H](CC(=O)NCCN2CCOCC2)C(=O)N1CC3	·	·	-22%	·	-5%	4%	·	6	2%
CCCOc1ccc(-c2c(C(=O)N/N=C/c3ccc(C)o3)nnn2-c2nonc2N)cc1	-2	-0.2	-23%	-1	3%	2%	0.0	6	11%
O=C(COc1cccc2ccccc12)NNC(=O)Nc1ccccc1	4	-0.7	12%	4	-4%	0%	-0.1	-1	-14%
Cc1cc(C)c2c(=O)cc(CSc3nnc(COc4ccccc4C)n3C)[nH]c2c1	-3	-0.8	-2%	·	4%[57.1 µM]	4%	·	-2	16%[57.1 µM]
O=C1C(Cl)=C(N2CCCCC2)C(=O)N1Cc1ccccc1	-6	1.3	-7%	5	9%	0%	1.9	-1	17%
CC(C)NC(=O)CSc1nc(Cc2ccccc2)nc2ccccc12	-5	-0.6	2%	4	-12%	4%	-1.9	-1	12%[57.1 µM]

In another format: results already given
Molecule,TRHR PAM,TRHR agonist,USP1-UAF1 inh,D2 antagonist,TrxR1 substrate,IDH1 R132H inh,D2 agonist,PI4K2A inh,rTrxR1 inhibitor
Cc1ccc(C2(c3ccccc3)NC(=O)N(CC(=O)N(C)C3CCS(=O)(=O)C3)C2=O)cc1C (configuration not stated),10,-0.1,-13%,20,-2%,-3%,0.3,5,23%
Cc1cc(SC#N)cc(C)c1NC(=O)CCl,-7,0.2,-23%,1,-7%,0%,0.3,-24,50µM*
CC1CC(C)CN(C(=O)C2CCN(C(=O)Nc3ccccc3)CC2)C1 (configuration not stated),8,-0.5,7%,-11,1%,3%,0.3,-2,15%
O=C1C(Cl)=C(N2CCCCC2)C(=O)N1Cc1ccccc1,-6,1.3,-7%,5,9%,0%,1.9,-1,17%
O=C(COc1cccc2ccccc12)NNC(=O)Nc1ccccc1,4,-0.7,12%,4,-4%,0%,-0.1,-1,-14%
Cc1oc(/C=N/NC(=O)CC2(C)OCCO2)cc1Br,12,0.4,-3%,14,3%[57.1 µM],-3%,-2.1,-1,-17%[57.1 µM]

(cont.)
SMILES	TRHR PAM	TRHR agonist	USP1-UAF1 inh	D2 antagonist	TrxR1 substrate	IDH1 R132H inh	D2 agonist	PI4K2A inh	rTrxR1 inhibitor
CC(C)c1ccc(S(=O)(=O)NCc2nc3cccnc3n2Cc2ccc(F)cc2)cc1	-5	-0.8	-16%	·	1%[57.1 µM]	4%	0.2	0	11%[57.1 µM]
COc1ccc(C2C(C(=O)N3CCN(C)CC3)c3cc(OC)c(OC)cc3C(=O)N2C)cc1 (configuration not stated)	-2	-0.9	-16%	-22	9%[57.1 µM]	-9%	0.9	4	16%[57.1 µM]
CCc1sc(N(C(=O)Cc2ccccc2)c2ccccc2)nc1-c1ccccc1	-1	0.5	-10%	-5	10%[57.1 µM]	-11%	1.6	-3	14%[57.1 µM]
CCOC(=O)C1CCCN(Cc2ccc(OC)c(OCc3ccccc3)c2)C1 (configuration not stated)	-2	-0.8	-16%	45*	-6%	-6%	-1.4	6	-11%
Cc1ccc(/C=N/NC(=O)CSCc2ccc(Cl)cc2)cc1	-1	0.4	-19%	2	-6%	9%	1.1	-6	-2%
CC1CC1C(=O)OCc1cc(=O)n2cc(Br)ccc2n1 (configuration not stated)	34*	0.0	-1%	-1	6%[57.1 µM]	1%	0.2	-5	-3%
O=C(Nc1nccs1)C1(c2ccc(Cl)cc2)CC1	-6	0.3	-20%	-13	4%	3%	2.8	-13	12%
O=C(NC(C(=O)c1ccccc1)n1ccc(=O)[nH]c1=O)c1ccccc1 (configuration not stated)	26	0.8	-16%	-16	7%	2%	-0.1	2	19%
COc1ccc(N/C(N)=N/c2nc(CSc3ccc(Cl)cc3)cc(=O)[nH]2)cc1	-2	-0.9	15%	-17	7%	3%	-1.3	0	14%
COc1cc(OC)c(NC(=O)Cc2cccs2)cc1Cl	-1	-0.4	-30%	-7	-5%[57.1 µM]	10%	0.1	0	13%[57.1 µM]
COc1ccc(-c2cn3nc(N4CCCC(C(=O)Nc5ccccc5OC)C4)sc3n2)cc1 (configuration not stated)	-3	-0.1	-15%	·	-11%	9%	4.5	-1	-13%

This is a random part of the collection (roughly 3.9% active in at least one column).
